# p53 reactivation: re-activators of mutant p53; H1299 p53-A138V BP100-luciferase reporter, luminescence, 24 h; 0.063% of 320,000 active; AID 504706; Potency, µM (top dose mostly 92.2 µM), for the others: at the highest dose activity change, positive = activation, usual class: activators; note: potency is the fitted concentration of half-maximal effect; % of control where 0% means no effect; nearly all actives have a fitted effect of over 45% in size
#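 p53-null H1299 cells stably carrying temperature-sensitive p53-A138V and a BP100-luciferase reporter were pinned with compounds (4-point, 1:5 series) and held 24 hrs at 37 deg C. Luminescence was read 10 min after detection reagent.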
# Rab9 prom act: Rab9 promoter activation; 2.8% of 320,000 active; Huh7 Rab9 promoter-luciferase reporter, luminescence, 24 h; Potency, µM (highest dose often 9.22 µM), for the others: top-dose activation, negative = inhibition, usual class: activators; note: potency is the fitted concentration of half-maximal effect; % of control where 0% means no effect; nearly all actives have a fitted effect of over 60% in size
#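 Rab9 promoter-driven luciferase in stably transfected Huh7 cells; 1500 cells/well rested 2 h, exposed to compound in DMSO for 24 h at 37 °C, 5% CO2. Luminescence read 10 min after adding luciferase reagent at ambient temperature.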
# BRCA1 expr up: increases BRCA1 expression. MCF7-BRCA1-FFLuc reporter, luminescence, 48 h; response scale: scaled: vehicle 0%, 10 µM genistein 100%. Potency, µM (doses to about 46.1 µM), inactives show at the top dose activation, actives largely listed as activators. 1.1% of 380,000 active. AID 624202; note: potency is the fitted concentration of half-maximal effect; nearly all actives have a fitted effect of over 80% in size; some results filed as inactive show a strong effect at the top dose
#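 Compounds are tested at multiple concentrations on MCF7 BRCA1-luciferase reporter cells seeded at 2000 per well; after 48 h, a single luminescence end-point is taken and curves fitted to the normalized data.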
# VP16 counter: counter-screen for ROR gamma inhibitors: Gal4-VP16 reporter | Drosophila S2 Gal4-VP16 UAS-luciferase, luminescence, 20 h | Potency, µM (top dose mostly 53.6 µM), inactives show at the highest dose activity, negative = inhibition, hits mostly inhibitors | 3.5% of 310,000 active | AID 2546;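 note: Gal4-VP16 expression switched on by copper sulfate through the metallothionein promoter; potency is the fitted concentration of half-maximal effect; % is set by controls: 0 for no effect and ±100 for the full control effect; nearly all actives have a fitted effect of over 50% in size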
# FLuc counter: firefly luciferase modulation, counter-screen for miR-21 project | Potency, µM (highest dose often 57.5 µM), for the others: at the highest dose activity change, negative = inhibition, hits mostly inhibitors | purified FLuc, Km substrates, luminescence inhibition | AID 588342 | 6.9% of 360,000 active;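 note: potency is the fitted concentration of half-maximal effect; plate controls were vehicle for no effect and reference inhibitor for full effect; nearly all actives have a fitted effect of over 55% in size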
#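 Purified P. pyralis luciferase (10nM final) with 10uM D-luciferin and 10uM ATP (Km levels) in 50mM Tris acetate pH 7.5, 10mM Mg acetate, 0.01% Tween-20, 0.05% BSA; qHTS 6-point titration, ~60 µM downward; luminescence read.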
# Giardia killer: kills Giardia lamblia; Giardia lamblia trophozoite viability; activity change, % at 7.66 µM, hits read low; 0.15% of 340,000 active; in the data active = activity change below about -80%; inconclusive = between about -30% and that limit;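 note: parasites exposed to compound for two days anaerobically before the ATP read; % is set by controls: 0 for no effect and ±100 for the full control effect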
#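 Giardia trophozoites, 100 cells per well, were exposed to compounds for 48 hrs at 37 deg C under anaerobic conditions; viability was then read as ATP content by bioluminescence after 15-30 min at room temperature.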
# PKM2 act: activators of human pyruvate kinase M2; P14618; purified PKM2, Kinase-Glo ATP luminescence, activation; response scale: 0% is enzyme alone, no compound; 0.34% of 260,000 active; Potency, µM (top dose mostly 57.5 µM), without a hit: at the top dose activation, most hits filed as activators; note: potency is the fitted concentration of half-maximal effect; % is set by controls: 0 for no effect and ±100 for the full control effect; nearly all actives have a fitted effect of over 55% in size
# Target sequence (P14618 whole entry, looked up): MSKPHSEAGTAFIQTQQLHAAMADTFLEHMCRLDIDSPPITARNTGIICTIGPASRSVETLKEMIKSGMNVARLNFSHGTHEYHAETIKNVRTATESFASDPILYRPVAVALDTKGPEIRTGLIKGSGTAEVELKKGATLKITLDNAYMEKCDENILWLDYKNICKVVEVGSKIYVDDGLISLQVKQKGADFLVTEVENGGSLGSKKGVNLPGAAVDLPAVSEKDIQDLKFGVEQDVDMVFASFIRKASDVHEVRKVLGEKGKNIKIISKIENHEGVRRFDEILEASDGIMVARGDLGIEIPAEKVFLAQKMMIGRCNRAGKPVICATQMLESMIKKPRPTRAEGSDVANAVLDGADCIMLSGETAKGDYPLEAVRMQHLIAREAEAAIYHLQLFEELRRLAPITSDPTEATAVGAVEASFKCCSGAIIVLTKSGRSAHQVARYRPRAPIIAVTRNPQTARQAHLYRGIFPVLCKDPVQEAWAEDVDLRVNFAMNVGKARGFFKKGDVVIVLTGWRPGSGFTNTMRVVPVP
#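 hPK-M2, >95% pure; 0.1 mM ADP / 0.5 mM PEP final; imidazole pH7.2 buffer w/ 7 mM MgCl2, 50 mM KCl; 1 h RT; Kinase-Glo lum. Intermediate enzyme activity for dual inhibitor/activator qHTS.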
# NPC1 prom act: NPC1 promoter activation; Huh7 NPC1 promoter luciferase reporter, 24 h; Potency, µM (highest dose often 9.22 µM), for inactives: at the top dose activation, most hits filed as activators; 2.4% of 320,000 active;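 note: potency is the fitted concentration of half-maximal effect; % of control where 0% means no effect; nearly all actives have a fitted effect of over 60% in size; reporter is driven by a mutant NPC1 promoter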
#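 Readout is luciferase luminescence, reflecting NPC1 promoter activation in stably transfected Huh7 cells after 24 h compound exposure at 37 °C in reduced-serum medium with 10% FBS.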
# RORg inh: blocks mouse ROR gamma transcriptional activity | P51450 | Potency, µM (top dose mostly 53.6 µM), for the others: at the highest dose activity change, negative = inhibition, most hits filed as inhibitors | Drosophila S2 Gal4-RORgamma UAS-luciferase reporter, 20 h | 5.4% of 310,000 active; note: potency is the fitted concentration of half-maximal effect; % is set by controls: 0 for no effect and ±100 for the full control effect; nearly all actives have a fitted effect of over 60% in size
# Target sequence (P51450 whole entry, looked up, the tested form may be a part): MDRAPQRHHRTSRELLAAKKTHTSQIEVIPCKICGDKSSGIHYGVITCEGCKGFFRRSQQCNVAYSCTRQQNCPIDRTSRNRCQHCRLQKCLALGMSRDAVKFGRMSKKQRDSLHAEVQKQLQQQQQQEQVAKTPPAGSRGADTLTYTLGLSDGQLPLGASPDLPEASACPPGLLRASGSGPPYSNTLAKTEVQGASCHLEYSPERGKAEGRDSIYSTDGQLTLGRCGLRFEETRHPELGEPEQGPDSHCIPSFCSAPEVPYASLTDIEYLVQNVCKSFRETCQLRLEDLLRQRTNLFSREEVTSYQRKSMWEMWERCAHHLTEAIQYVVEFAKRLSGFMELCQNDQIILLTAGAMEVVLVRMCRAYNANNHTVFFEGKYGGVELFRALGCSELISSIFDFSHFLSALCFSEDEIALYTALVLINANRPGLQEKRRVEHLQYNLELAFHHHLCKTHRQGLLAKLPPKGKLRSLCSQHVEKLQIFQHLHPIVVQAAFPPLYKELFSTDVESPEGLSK
#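 Read-out: Photinus luciferase luminescence; inhibitors lower reporter signal. Insect Schneider cells with Gal4-ROR gamma fusion under metallothionein promoter, UAS reporter; 700 uM final copper sulfate induction, 20 hr, ambient temperature.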
# ELG1 genotoxic: inducers of genotoxicity in HEK293T ELG1-luciferase cells. Potency, µM (titrated, usually from 46 µM), inactives show at the highest dose activity change, positive = activation, hits mostly activators. 1.3% of 330,000 active. HEK293T ELG1-luciferase reporter, luminescence, 16 h; note: potency is the fitted concentration of half-maximal effect; % of control where 0% means no effect; nearly all actives have a fitted effect of over 60% in size
#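 Step 1: seed 2,000 HEK293T ELG1-luciferase cells per well. Step 2: add compound or DMSO, incubate 16 hr at 37 °C. Step 3: ONE-Glo, 30 min at room temperature, read luminescence.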
# Menin MLL FP TR: displaces Texas Red mutant MLL peptide from human menin; Menin + Texas Red MLL mutant peptide, fluorescence polarization; Potency, µM (highest dose often 61.6 µM), for the others: at the highest dose FP activity change, negative = inhibition, hits mostly inhibitors; AID 1768; 0.23% of 270,000 active; O00255; active = well fitted inhibition curve with a large enough effect in the polarisation, with a control signal flat, not every such curve was filed as active; inconclusive = small, poorly fitted or top-dose-only effect, or effect the other way, or a change in a side signal; inactive = no such curve, though single readings can be large or run the other way; the % refers to the polarisation; note: potency is the fitted concentration of half-maximal effect; % of control where 0% means no effect; many of its hits are not listed in these tables
# Numbers without * were called inactive; u = inconclusive; x = not tested or not shown; & = joins results of further samples; [ ] = dose if it differs, or a comment. Unless noted, calls come from the whole dose curve; as a rule, active = well fitted curve in the direction sought with a large enough effect; inconclusive = small, poorly fitted or top-dose-only effect, or another doubt; inactive = no such curve, though single readings can be large; an effect the other way counts as inactive or inconclusive.
structure,p53 reactivation,Rab9 prom act,BRCA1 expr up,VP16 counter,FLuc counter,Giardia killer,PKM2 act,NPC1 prom act,RORg inh,ELG1 genotoxic,Menin MLL FP TR
O=C1c2ccccc2C(O)(c2ccccc2)N1CCc1ccccc1 (centres undefined),x,-5%,-14%,-12%,-3%,-11,0%,-1%,14%,-5%,-13%
CCOC(=O)c1cc(-c2ccc(C)cc2)nc2nc(SC)[nH]c(=O)c12,2%,-1%,2%,-1%,4.8µM*,-7,-8%,-2%,0%,-1%,21%
COc1ccc(NC(=O)CN(c2ccccc2F)S(=O)(=O)c2ccc(C)cc2)cc1,12%,-1%,-12%,0%,-1%,19,6%,-2%,27%,-2%,24%
O=C(O)COCC(=O)N1CCN(C(c2ccccc2)c2ccccc2)CC1,-2%,-1%,0%,0%,2%,13,-3%,0%,11%,-1%,x
COCCn1c(=NC(=O)CCS(=O)(=O)c2ccccc2)sc2cc(F)ccc21,-6%,-2%,-12%,1%,1%,0,5%,0%,22%,-16%,x
COC(=O)Nc1nn(-c2ccc(Cl)cc2)c(=O)c(C#N)c1C,1%,3%,3%,9%,0%,-7,-5%,3%,-7%,1%,x
COc1cc(CNC2CCCCCCC2)ccc1OCC(N)=O,27%,7%,-9%,-3%,-2%,6,-1%[11.5 µM],2%,-27%,-4%,u
CN(C)c1ccc(/C=C/C(=O)c2cccnc2)cc1,21%,-1%,-1%,4%,3µM*,20,2%,-3%,-14%,0%,x
O=C(CSc1ncccc1C(=O)O)c1ccc2ccccc2c1,-6%,u,-21%,2.2µM*,9.5µM*,-16,-6%,u,11µM*,5%,25%
CCc1ccccc1NC(=O)Nc1cccc(F)c1,1%,1%,4%,1%,u,-8,-14%,-4%,17%,-5%,35%[activator]
COc1ccc(S(=O)(=O)O/N=C2\CCCc3ccccc32)cc1,0%,-3%,0%,3%,1%,-22,1%,-2%,22%,-1%,2%
NNC(=O)CNC(c1ccccc1)c1cc(Br)ccc1N (centres undefined),-5%,-12%,-18%,3%,-1%,-3,3%,-1%,-10%,2%,x
Cc1cccc2cc(C#N)c(NCCCn3ccnc3)nc12,-4%,0%,10%,-9%,0%,3,0%,17%,-35%,-7%,-3%
Cc1ccc(NS(=O)(=O)c2cc([N+](=O)[O-])ccc2N/N=C/c2sc(N3CCOCC3)nc2-c2ccccc2)c(C)c1,1%,-30%[inhibitor],-22%,-3%,4%,-14,-4%,-13%,-2%,11%,x
Cc1ccccc1Nc1nc(N)nc(CSc2nc3ccccc3c(=O)n2C)n1,-5%,-2%,-68%,10%,3%,-16,10%,-4%,26%,-12%,x
Cc1ccc(OCC(=O)NC2CCS(=O)(=O)C2)c([N+](=O)[O-])n1 (centres undefined),-4%,-1%,-1%,x,3%,3,x,-4%,x,-1%,x
CN1C(=O)/C(=C\c2ccccc2OCc2ccccc2)SC1=S,4%,-1%,-37%,-3%,0%,-21,x,30%,-24%,0%,4%
COc1ccc(C(C)=O)cc1COC(=O)CCNS(=O)(=O)c1ccc(C)c(C)c1,-7%,2%,-9%,x,0%,-3,x,0%,x,1%,x
Cc1ccc(/C=C2/SC(=S)N(CCCC(=O)Nc3cc([N+](=O)[O-])ccc3O)C2=O)cc1,-9%,-19%,-57%,u,u,-9,-2%,16%,7.9µM*,-9%,x
Nc1nc(SCC(=O)NC2CCCCC2)n[nH]1,-2%,0%,2%,-6%,-1%,-17,-4%,-4%,17%,-4%,x
CCCc1cc(C(=O)Nc2ccc(C(=O)c3ccccc3)cc2)n(C)n1,-15%,-8%,-35%,u,-11%,-6,0%,-6%,u,-22%,x
O=C(c1ccc(NS(=O)(=O)c2cccc3cccnc23)cc1)N1CCCCC1,-2%,-2%,-11%,26%,-1%,-3,16µM*,-4%,u,-5%,-10%
CC1C/C(=N/N2C(=O)CSC2=S)CC(C)(C)C1 (centres undefined),-2%,0%,-21%,-8%,6%,-4,5%,-2%,10µM*,0%,11%
CCc1sc(NC(=O)CN2CCC(C(N)=O)CC2)nc1-c1ccccc1,-18%,-1%,-14%,4%,3%,9,-11%[11.5 µM],-5%,3%,1%,-15%
CCOC(=O)Cn1cnc2c(sc3nc(C)cc(C)c32)c1=O,4%,u,69%,-9%,12µM*,-2,-5%,u,9%,u,x
O=C(Cc1cccc2ccccc12)Nc1ccccc1Br,10%,8%,-7%,22%,3%,-17,4%,-4%,u,-5%,11%
O=[N+]([O-])c1cccc(S(=O)(=O)Nc2ccc(-c3ccc(N4CCOCC4)nn3)cc2)c1,7%,1%,11%,x,21µM*,-1,x,1%,x,-1%,x
Cc1ccc(S(=O)(=O)NC(=NC(C)C)c2ccccc2)cc1,0%,0%,-5%,-1%,-1%,14,-2%,-4%,16%,0%,2%
CCN(C(=O)C1CCN(S(=O)(=O)c2ccc3c(c2)oc(=O)n3C)CC1)c1cccc(C)c1,-2%,-6%,-7%,-6%,1%,u,-6%,0%,-28%,-4%,-5%
CN(C)c1cccc(C(=O)OCc2cc(=O)oc3cc(O)ccc23)c1,9%,19%,-45%,u,u,-11,8%,u,8.9µM*,12%,x

# (list continues)
structure,p53 reactivation,Rab9 prom act,BRCA1 expr up,VP16 counter,FLuc counter,Giardia killer,PKM2 act,NPC1 prom act,RORg inh,ELG1 genotoxic,Menin MLL FP TR
O=C(Nc1ccc(OC(F)(F)F)cc1)Oc1ccccc1N1CCOCC1,-1%,-1%,-8%,-5%,0%,22,-2%,-2%,-19%,0%,x
Clc1ccccc1-c1ccc2ncnc(NCc3ccc4c(c3)OCO4)c2c1,-9%,0%&-2%,-13%,x,-3%&-2%,-12,x,-1%&0%,x,0%,x
Clc1ccc(SCCn2ccnc2)cc1,-2%,1%,4%,-3%,-3%,18,-1%,0%,-7%,-1%,-5%
O=C(Nc1ccccc1Cl)c1ccc(S(=O)(=O)NCC2CCCO2)cc1 (centres undefined),3%,-1%,22%,-7%,4%,-27,1%,1%,13%,-11%,-1%
O=C(CN1C(=O)COc2ccc(Cl)cc21)N1CCc2ccccc21,3%,-1%,-1%,x,6%,2,5%,15%,-22%[0.365 µM],14%,33%[activator]
CN(CC(=O)Nc1cccc2c1CCCC2)S(=O)(=O)c1ccc(Cl)cc1,-5%,-4%,-14%,-5%,1%,-7,2%,3%,38%,1%,-3%
Cc1ccc(C(=O)OCCN2CCN(c3ncc(C(F)(F)F)cc3Cl)CC2)cc1,-3%,1%,-5%,-1%,4%,6,0%,-2%,-1%,-3%,u
Cc1ccc(NC(=O)CNC(=O)N2CC(=O)Nc3ccccc32)cc1F,-2%,1%,-22%,7%,2%,51[activator],x,3%,0%,0%,2%
Cc1cc(C)c(C#N)c(SCc2ccccc2C(=O)O)n1,2%,0%,-8%,-7%,2%,-16,2%,0%,5%,4%,13%
COc1cc(NC(=S)NNC(=O)C(C)(C)O)cc(OC)c1,0%,-5%,-12%,-12%,0%,-11,2%,-3%,-23%,0%,0%

# A draw from above in order of length of the SMILES, lowest first.
structure,p53 reactivation,Rab9 prom act,BRCA1 expr up,VP16 counter,FLuc counter,Giardia killer,PKM2 act,NPC1 prom act,RORg inh,ELG1 genotoxic,Menin MLL FP TR
Clc1ccc(SCCn2ccnc2)cc1,-2%,1%,4%,-3%,-3%,18,-1%,0%,-7%,-1%,-5%
O=C(Nc1ccc(OC(F)(F)F)cc1)Oc1ccccc1N1CCOCC1,-1%,-1%,-8%,-5%,0%,22,-2%,-2%,-19%,0%,x
Cc1ccc(NC(=O)CNC(=O)N2CC(=O)Nc3ccccc32)cc1F,-2%,1%,-22%,7%,2%,51[activator],x,3%,0%,0%,2%
Clc1ccccc1-c1ccc2ncnc(NCc3ccc4c(c3)OCO4)c2c1,-9%,0%&-2%,-13%,x,-3%&-2%,-12,x,-1%&0%,x,0%,x
CN(CC(=O)Nc1cccc2c1CCCC2)S(=O)(=O)c1ccc(Cl)cc1,-5%,-4%,-14%,-5%,1%,-7,2%,3%,38%,1%,-3%

# Full records, looked up by structure:
# Cc1cc(C)c(C#N)c(SCc2ccccc2C(=O)O)n1 is listed as p53 reactivation: 2%; Rab9 prom act: 0%; BRCA1 expr up: -8%; VP16 counter: -7%; FLuc counter: 2%; Giardia killer: -16; PKM2 act: 2%; NPC1 prom act: 0%; RORg inh: 5%; ELG1 genotoxic: 4%; Menin MLL FP TR: 13%
# O=C(Nc1ccccc1Cl)c1ccc(S(=O)(=O)NCC2CCCO2)cc1 (centres undefined) is listed as p53 reactivation: 3%; Rab9 prom act: -1%; BRCA1 expr up: 22%; VP16 counter: -7%; FLuc counter: 4%; Giardia killer: -27; PKM2 act: 1%; NPC1 prom act: 1%; RORg inh: 13%; ELG1 genotoxic: -11%; Menin MLL FP TR: -1%

# The list is partial. The share of hits here may be higher or lower than overall.
